TWEAK Fn14 block: TWEAK-Fn14 signaling inhibition | TWEAK-stimulated Fn14 reporter cells, luciferase luminescence, 8 h | inhibition, % at 10 µM | actives 2% (n = 360,000); in the data active = inhibition above about 50%
SRC2 inh: inhibits human steroid receptor coactivator 2; actives 0.17% (n = 370,000); AID 651957; HEK293 GAL4-SRC2 luciferase reporter, luminescence; inhibition, % at 9 µM; Q15596;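 active = inhibition above the mean inhibition of all tested compounds plus 3 SD, set per campaign, cut at about 52% in these data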;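 note: 0% = DMSO treated cells and 100% = cells given Gossypol at 36 µM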
NR2F2 inh: inhibitors of human COUP-TFII (NR2F2); P24468; HEK293T NGFI-A luciferase reporter, luminescence; inhibition, % at 8.6 µM; actives 0.7% (n = 370,000);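 active = inhibition above a per-plate cutoff, mean inhibition of test wells between control levels plus 3 SD, cut at about 38% in these data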;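 note: cells cotransfected with COUP-TFII expression vector driving the NGFI-A reporter; 0% = median of COUP-TF2 test wells and 100% = reporter-only cells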
NOD2-RIPK2 inh: blocks binding of human NOD2 to RIPK2 | O43353 | CHO BLA complementation NOD2-RIPK2, CCF4 ratio | inhibition, % at 4.98 µM | actives 0.38% (n = 360,000); in the data active = inhibition above about 21%;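 note: 0% = vehicle only and 100% = reference blocker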
SRC3 inh: inhibitors of human steroid receptor coactivator 3 (SRC3); Q9Y6Q9; HEK293 GAL4-SRC3 luciferase reporter, luminescence; inhibition, % at 3.6 µM; actives 0.17% (n = 360,000);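 active = inhibition above a per-campaign cutoff, the mean of all compounds plus 3 SD, cut at about 60% in these data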;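 note: 0% = DMSO-treated cells and 100% = gossypol-treated cells at 36 µM; higher means less SRC3-driven luciferase light from the GAL4 reporter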
TRAIL sens C8: sensitizes caspase-8 expressing cells to TRAIL; NB7+C8 cells + TRAIL, ATPlite viability luminescence; inhibition (viability loss, TRAIL sensitization), % at 10 µM; actives 1% (n = 360,000); AID 624354;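 active = compounds causing at least 50% loss of cell viability in the single-dose screen, relative to plate controls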
LMP1 NFkB inh: reduces LMP1-driven NF-kappaB luciferase signal. actives 0.69% (n = 350,000). AID 504558. LMP1-induced NF-kappaB luciferase reporter cells, luminescence. inhibition, % at 12.5 µM; in the data active = inhibition above about 41%;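 note: 0% = neutral control wells and 100% = reference inhibitor control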
NCOA1 inh: inhibits human SRC1 coactivator | actives 0.12% (n = 360,000) | AID 588354 | inhibition, % at 3.6 µM | Q15788 | HEK293 GAL4-SRC1 luciferase reporter, luminescence;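 active = inhibition above the campaign mean plus 3 SD, with each screening campaign given its own cutoff, cut at about 60% in these data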;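 note: 0% = DMSO treated cells and 100% = gossypol at 36 µM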
TROY signal inh: blocks TROY-dependent signaling in reporter cells; Q293 LMP1-TROYcd NF-kB luciferase reporter, 4 h; inhibition, % at 10 µM; actives 0.98% (n = 360,000);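 active = compounds whose plate-normalised and pattern-corrected inhibition of the luciferase reporter signal at the single screening dose is 50% or more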
LRH-1 inv ag: suppresses constitutive activity of human LRH-1; O00482; HEK293T StAR-luciferase reporter, LRH-1 transfected, 24 h; inhibition, % at 3.6 µM; actives 0.13% (n = 360,000);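 active = inhibition above the mean inhibition of all tested compounds plus 3 SD, cut at about 73% in these data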;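 note: 0% = DMSO wells and 100% = reporter-only cells lacking LRH-1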
TLR9-MyD88 inh: TLR9-MyD88 interaction inhibition; CHO BLA complementation TLR9-MyD88, CCF4 FRET ratio; inhibition, % at 4.98 µM; actives 0.21% (n = 340,000); AID 504734;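 active = inhibition above the mean over all tested compounds plus 3 SD, cut at about 21% in these data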;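 note: 0% = DMSO only wells and 100% = clavulanate BLA inhibitor control wells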
Target sequence (Q99836 whole entry, looked up): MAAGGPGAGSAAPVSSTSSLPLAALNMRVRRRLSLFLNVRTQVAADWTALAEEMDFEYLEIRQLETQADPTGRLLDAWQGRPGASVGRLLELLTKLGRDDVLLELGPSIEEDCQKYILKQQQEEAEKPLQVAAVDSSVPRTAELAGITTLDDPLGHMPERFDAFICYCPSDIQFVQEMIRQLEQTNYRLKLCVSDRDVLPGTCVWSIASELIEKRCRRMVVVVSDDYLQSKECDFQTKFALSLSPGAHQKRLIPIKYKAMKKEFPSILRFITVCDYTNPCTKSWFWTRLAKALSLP
Target sequence (Q9NR96 whole entry, looked up): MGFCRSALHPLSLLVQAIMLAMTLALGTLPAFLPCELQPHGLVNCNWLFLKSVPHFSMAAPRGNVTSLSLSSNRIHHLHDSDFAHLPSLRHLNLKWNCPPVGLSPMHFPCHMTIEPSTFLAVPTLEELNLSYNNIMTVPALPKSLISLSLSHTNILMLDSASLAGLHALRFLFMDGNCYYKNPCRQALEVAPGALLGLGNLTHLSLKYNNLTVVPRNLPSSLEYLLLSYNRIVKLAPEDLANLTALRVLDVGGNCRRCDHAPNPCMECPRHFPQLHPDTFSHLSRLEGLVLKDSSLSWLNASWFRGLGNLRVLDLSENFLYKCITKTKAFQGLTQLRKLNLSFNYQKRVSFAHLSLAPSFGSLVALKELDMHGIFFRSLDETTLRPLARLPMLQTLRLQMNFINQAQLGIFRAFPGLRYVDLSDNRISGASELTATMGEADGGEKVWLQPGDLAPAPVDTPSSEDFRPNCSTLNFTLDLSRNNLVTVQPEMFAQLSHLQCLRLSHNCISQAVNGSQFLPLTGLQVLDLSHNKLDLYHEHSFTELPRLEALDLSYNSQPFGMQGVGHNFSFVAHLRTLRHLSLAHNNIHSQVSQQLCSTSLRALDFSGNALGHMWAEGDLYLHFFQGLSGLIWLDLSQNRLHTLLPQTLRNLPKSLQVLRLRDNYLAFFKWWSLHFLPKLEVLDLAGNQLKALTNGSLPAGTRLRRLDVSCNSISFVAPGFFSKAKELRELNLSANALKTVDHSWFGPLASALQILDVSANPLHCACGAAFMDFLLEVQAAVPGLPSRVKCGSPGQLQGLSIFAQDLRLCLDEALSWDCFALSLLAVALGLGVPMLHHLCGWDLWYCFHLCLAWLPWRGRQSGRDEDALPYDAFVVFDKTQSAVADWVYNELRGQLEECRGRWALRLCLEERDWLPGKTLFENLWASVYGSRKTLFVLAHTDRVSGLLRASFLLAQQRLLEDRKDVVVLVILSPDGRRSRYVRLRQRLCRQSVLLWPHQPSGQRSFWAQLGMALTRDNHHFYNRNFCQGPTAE
The depositor's hits bear a star; / = no result given. These rows are one share of the data (hit frequency here may not be typical).

SMILES	TWEAK Fn14 block	SRC2 inh	NR2F2 inh	NOD2-RIPK2 inh	SRC3 inh	TRAIL sens C8	LMP1 NFkB inh	NCOA1 inh	TROY signal inh	LRH-1 inv ag	TLR9-MyD88 inh
COc1ccccc1OC(C)C(=O)N1CCc2ccccc21 (centres undefined)	5	-19	9	1	-3	-13	-1	-70	1	-9	-1
O=C(CCCn1c(SCC(=O)c2ccc(Cl)cc2)nc2ccccc2c1=O)NCc1ccco1	25	-10	9	3	-3	3	1	1	-5	17	0
COc1cc(/C=N/Nc2ccc(C)cc2)cc(Br)c1O	4	-20	21	-2	2	1	-1	-23	0	1	-4
CC(=O)Nc1ccc(S(=O)(=O)NCc2ccc(C(=O)NCc3ccc(Cl)cc3)cc2)cc1	-20	2	4	-4	-3	1	5	-4	19	9	-5
N#Cc1ccccc1NC(=O)Nc1ccccc1	-4	1	-21	-8	20	-5	-1	-13	-9	0	-6
O=C(/C=C/c1ccco1)NCc1ccc2c(c1)OCO2	13	-5	-27	-4	14	6	-3	-16	3	-6	-7
CC(C)CN1C(=O)NC(NC(=O)c2cccs2)(C(F)(F)F)C1=O (centres undefined)	28	-14	-2	-4	1	-5	1	-9	16	15	6
O=S(=O)(N/N=C1/CC(c2ccccc2)Oc2ccccc21)c1ccccc1 (centres undefined)	2	0	-4	5	10	-6	0	-31	-42	7	-6
CC1CC(C)CN(CCCNC(=O)CN2C(=O)c3cccnc3Oc3ccc(Cl)cc32)C1 (centres undefined)	11	10	1	4	9	-15	2	12	-6	-9	-7
COc1ccc(/C=N\n2nnc3ccccc32)cc1	90*	18	-61	-5	-52	55*	36	-74	45	-139	-5
O=C(NCc1ccccn1)C(=O)Nc1ccccc1	-3	-15	-24	-3	-35	-25	-7	-28	-47	-52	-3
Nc1ccc2nc(CCCCCCc3nc4ccc(N)cc4[nH]3)[nH]c2c1	-27	12	7	-10	8	-7	0	-49	6	-5	-1
CCOc1ccc(NC(=O)CC2C(=O)N(c3ccc(OC)cc3)C(=O)N2CCc2ccc(OC)c(OC)c2)cc1 (centres undefined)	-3	10	-23	-3	-6	-4	-3	-41	-2	4	-9
COc1ccc(-c2noc(-c3ccoc3C)n2)cc1	-19	-58	-28	-3	-85	37	-34	-91	-32	-101	-11
CN(CC1COCCO1)c1nc2nonc2nc1N1CCSCC1 (centres undefined)	11	4	2	34*	-11	-8	8	-29	3	8	-16
CN(C)S(=O)(=O)Nc1ccc(Br)cc1F	4	14	-2	-9	9	-13	-10	-5	-1	15	-5
CCOC(=O)c1cc2ccccc2n1C1CCN(C)CC1	11	18	0	-11	/	4	/	/	-11	10	/
C[C@@H](C(=O)Nc1ccc2c(c1)OCO2)n1c(=O)[nH]c2ccccc2c1=O	-5	-5	-20	-9	-14	-4	-3	19	2	-6	-16
COc1ccc(-c2cn(Cc3ccc(C(=O)NCc4ccc(C)cc4)cc3)c(C(C)N)n2)cc1 (centres undefined)	-24	-13	-17	-5	-28	13	15	-30	-46	-31	3
O=C(Nc1ccccc1)C1=C[C@@H](c2ccc(C(F)(F)F)cc2)C[C@@H](OCc2ccc(CO)cc2)O1	17	25	4	22*	4	8	-20	-17	36	-1	-4
COc1ccc(NC(=O)C2CC(c3ccc(OC)c(OC)c3)=NO2)cc1OC (centres undefined)	-14	7	11	-1	12	-19	6	-1	-2	1	-18
COc1ccc(CCNC(=O)Cn2cnc3c(nnn3Cc3ccccc3F)c2=O)cc1OC	10	2	-4	-7	4	-12	4	-4	3	-12	4
Cc1ccc(S(=O)(=O)N2CCCC(C(=O)Nc3ccc(NC(=O)c4ccccn4)cc3)C2)cc1 (centres undefined)	31	-9	-14	-2	-6	13	-14	-26	0	-15	-5
COC(=O)[C@H](Cc1ccccc1)NC(=O)C1(OC(C)=O)CC(OC(C)=O)C(OC(C)=O)C(OC(C)=O)C1 (some centres undefined)	8	-84	11	-19	12	13	8	6	-2	8	-1
CC(OC(=O)Cn1[nH]c(=O)c2ccccc2c1=O)C(=O)Nc1ccc(F)cc1Cl (centres undefined)	3	-5	3	-1	4	-8	9	-3	-2	-12	8
New compounds follow:
SMILES	TWEAK Fn14 block	SRC2 inh	NR2F2 inh	NOD2-RIPK2 inh	SRC3 inh	TRAIL sens C8	LMP1 NFkB inh	NCOA1 inh	TROY signal inh	LRH-1 inv ag	TLR9-MyD88 inh
Cc1nc2ccc([N+](=O)[O-])cc2c(=O)n1Cc1ccc(Br)cc1	-34	9	-3	-5	-4	-7	-15	11	10	-34	0
Fc1ccccc1C(c1nnnn1Cc1ccc2c(c1)OCO2)N1CCN(Cc2ccccc2)CC1 (centres undefined)	25	13	4	-7	-25	5	-8	3	0	-3	-5
CCCCN(CC)Cc1c(O)ccc2c3c(c(=O)oc12)CCC3	-24	25	4	-14	1	1	-3	3	-7	-2	-4
CC(NC(=O)c1ccco1)c1ccc2c(c1)OCCO2 (centres undefined)	-19	16	11	-7	-3	0	-4	-25	20	-5	-6
Cn1c(SCC(=O)NC(=O)NCc2ccccc2)nnc1C(F)(F)F	1	-19	1	9	-1	-5	3	-12	-11	17	-4
CCCCN(C(=O)c1ccc(C)cc1)c1c(N)n(CCC)c(=O)[nH]c1=O	15	-18	-12	-3	-9	-4	-5	2	-6	-17	4
CCCNS(=O)(=O)c1ccc(CCC(=O)Nc2ccc3c(c2)OCCO3)cc1	21	-12	-12	0	15	-7	4	-15	0	-11	0
CN1CCN(S(=O)(=O)c2ccc(NC(=S)NC(=O)C3CC3)cc2)CC1	-1	-7	-12	-11	0	-1	-4	-18	7	3	3
Cc1cc(C)nc(N2CCC(C(=O)NNC(=O)c3ccccc3)CC2)n1	9	-1	3	-11	-27	-5	-6	-13	35	6	-1
CC(=O)Nc1ccc(-c2ccnc3c2CC(C(=O)Nc2cccc(N(C)C)c2)O3)cc1 (centres undefined)	-6	17	-13	-15	-14	5	/	10	12	14	/
CN(C)c1ccc(CNC(=O)C2(C)Cc3c(-c4ccccc4)ccnc3O2)cc1 (centres undefined)	19	-3	8	-12	4	14	/	-16	2	5	/
CCN1CCN(C(=O)CCS(=O)(=O)c2cc3c(cc2Cl)NC(=O)CO3)CC1	-7	-19	-25	1	-13	-6	-8	-31	5	-4	14
CC(=NNc1ccccc1)C(C)=NNc1ccccc1	-2	-5	-5	6	-15	-8	-3	-20	-27	-13	3
Cc1ccc(C)c(NC(=O)CSc2nnc(NC(=O)C3CC3)s2)c1	-18	-32	-14	-10	-6	-9	1	-2	15	14	1
Nc1nc(SCC(=O)N2CCN(c3ccccc3)CC2)n[nH]1	-8	-16	-5	-9	5	3	-9	-7	-2	4	10
COc1ccc(C(c2c(C)[nH]n(C(N)=S)c2=O)C(C#N)C#N)cc1 (centres undefined)	6	8	-2	-5	17	6	7	-25	-1	4	7
O=C(Cn1cc([N+](=O)[O-])cn1)Nc1nccs1	-10	9	4	9	15	7	4	12	10	24	-2
O=C(Nc1ccc2c(c1)OCO2)c1cnn2c(C(F)(F)F)cc(-c3ccco3)nc12	10	-9	-9	-4	-4	-4	3	-44	-9	12	-2
Cc1ccc(NC2=NC(c3ccc(C)cc3)n3c(nc(C)cc3=O)N2)cc1 (centres undefined)	1	1	1	-1	-2	-6	9	-7	-9	-1	3
CN(Cc1nc(-c2ccc(C(F)(F)F)cc2)no1)C1CCOCC1	6	-31	8	-7	5	12	-1	-1	-15	6	7
COc1cccc(C2c3[nH]c4ccccc4c3CCN2C(=O)Cn2cncn2)c1OC (centres undefined)	10	-11	-2	-5	3	-2	-8	-12	3	12	-3
CCOc1ccc(NCc2nnc(SCC(=O)Nc3cc(C)on3)n2-c2ccccc2OC)cc1	23	/	/	-13	11	-9	2	-13	17	0	2
O=C(c1ccccc1SCc1ccc(F)cc1)N1CCOCC1	-19	-27	5	-1	15	-3	-4	5	17	-1	-10
S=c1[nH]ncn1/N=C/c1ccccn1	0	-7	-6	-5	2	4	1	11	-9	10	5
Cc1[nH]c2ccccc2c1C(=O)CN1CCCCC1C (centres undefined)	79*	3	-2	3	9	-9	-9	-5	/	0	1

The closing 4 entries of the part above come first, to join the parts:
SMILES	TWEAK Fn14 block	SRC2 inh	NR2F2 inh	NOD2-RIPK2 inh	SRC3 inh	TRAIL sens C8	LMP1 NFkB inh	NCOA1 inh	TROY signal inh	LRH-1 inv ag	TLR9-MyD88 inh
CCOc1ccc(NCc2nnc(SCC(=O)Nc3cc(C)on3)n2-c2ccccc2OC)cc1	23	/	/	-13	11	-9	2	-13	17	0	2
O=C(c1ccccc1SCc1ccc(F)cc1)N1CCOCC1	-19	-27	5	-1	15	-3	-4	5	17	-1	-10
S=c1[nH]ncn1/N=C/c1ccccn1	0	-7	-6	-5	2	4	1	11	-9	10	5
Cc1[nH]c2ccccc2c1C(=O)CN1CCCCC1C (centres undefined)	79*	3	-2	3	9	-9	-9	-5	/	0	1
O=C(NCC(O)c1nc2ccccc2[nH]1)c1ccc(Br)cc1 (centres undefined)	-12	-7	0	-4	12	-1	/	-5	3	4	/
O=C(NC(c1ccc2c(c1)OCO2)c1ccccn1)C1CCN(CCOc2ccccc2)CC1 (centres undefined)	9	-3	4	2	5	9	/	-21	2	5	/
O=C(CNC(=O)c1ccc(Cl)cc1)Nc1ccccc1C(F)(F)F	-4	-14	-10	6	22	-4	2	-3	5	-8	1
COC(=O)[C@H](Cc1c[nH]c2ccccc12)NC(=O)NCc1ccc(OC)c(OC)c1	17	-51	20	-11	9	-12	-4	-7	-6	-10	6
O=C(NNC(=S)Nc1ccccc1)c1ccc(O)cc1	-17	-19	-17	9	-64	14	-15	-72	-84	-134	-4
CN(C)c1nc2sc3c(c2c(=O)n1C)CC(C)(C)OC3	16	-7	-1	-11	-8	-8	0	-2	11	-8	-9
COc1ccccc1CNC(=O)Cc1csc(NC(=O)Nc2ccccc2OC)n1	26	-23	2	-4	-9	21	-2	-12	33	2	-3
O=C(COC(=O)c1cccnc1Cl)Nc1ccc2c(c1)OCO2	-30	3	-1	0	-1	3	10	16	-49	6	-5
O=C(c1ccc(S(=O)(=O)N2CCOCC2)cc1)N(c1ccccn1)C1CCCCC1	-2	-20	11	-10	13	1	0	8	-13	-9	-5
O=C(NCC1CCCO1)c1cccc2ccccc12 (centres undefined)	-4	-32	1	-5	3	1	-10	0	0	8	5
O=C(COC(=O)C1CCN(S(=O)(=O)c2cccc3cccnc23)CC1)c1ccccc1	15	4	-5	-14	-7	-11	3	-12	-16	3	-1
N#CC1=C(SCc2ccccc2Cl)NC(=O)C(C(N)=O)C1 (centres undefined)	5	5	18	0	9	-6	-2	-4	6	9	7
CCC(C)n1c(SCC(=O)Nc2cc(C(C)(C)C)nn2-c2ccccc2)nc2ccccc2c1=O (centres undefined)	24	2	-7	-4	16	-9	-4	2	20	20	-7
Cc1ccc2oc(=O)c3cnn(CC(=O)NCCN4CCOCC4)c3c2c1	-21	1	17	3	-32	2	3	3	1	12	12
COC(=O)COc1ccc(/C=N/NS(=O)(=O)c2ccccc2)cc1	-10	-12	5	-10	0	-5	4	14	-6	1	0
CC1(C)CC(=O)C(C=NCCN2CCN(CCCCS(=O)(=O)O)CC2)=C(O)C1	2	12	19	-9	-5	1	5	8	9	1	5

Screening results: PubChem, several laboratories
